# 12-LOX inh – inhibitors of human 12S-lipoxygenase ALOX12 | AID 1671190 | P18054 | Potency, µM (highest dose often 108 µM), for the others: top-dose activity change, negative = inhibition, actives largely listed as inhibitors | purified 12hLO, xylenol orange hydroperoxide absorbance | 580,000 tested, 1.1% active; active = well fitted inhibition curve with a large enough effect; inconclusive = small, poorly fitted or top-dose-only effect, or another doubt; inactive = no such curve, though single readings can be large or run the other way
# Target sequence (P18054 whole entry, looked up): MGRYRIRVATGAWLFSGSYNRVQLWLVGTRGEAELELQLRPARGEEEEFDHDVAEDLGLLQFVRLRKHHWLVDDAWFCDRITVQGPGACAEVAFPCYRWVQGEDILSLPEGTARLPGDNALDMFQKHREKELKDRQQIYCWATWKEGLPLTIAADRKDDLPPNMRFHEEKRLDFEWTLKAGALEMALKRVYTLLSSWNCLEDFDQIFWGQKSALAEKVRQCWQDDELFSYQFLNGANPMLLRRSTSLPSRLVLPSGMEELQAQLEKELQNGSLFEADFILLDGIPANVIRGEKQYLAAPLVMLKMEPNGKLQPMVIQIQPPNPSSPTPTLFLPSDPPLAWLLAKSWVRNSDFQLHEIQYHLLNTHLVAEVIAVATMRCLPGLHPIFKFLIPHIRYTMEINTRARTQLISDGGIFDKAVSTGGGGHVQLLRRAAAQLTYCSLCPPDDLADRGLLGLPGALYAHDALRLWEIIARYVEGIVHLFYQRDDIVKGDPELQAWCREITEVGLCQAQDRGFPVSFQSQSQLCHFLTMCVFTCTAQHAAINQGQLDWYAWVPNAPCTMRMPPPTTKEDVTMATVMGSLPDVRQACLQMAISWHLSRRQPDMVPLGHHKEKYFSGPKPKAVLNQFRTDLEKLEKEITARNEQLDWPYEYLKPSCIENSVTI
#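 Purified human 12hLO (150 nM final) in 25 mM Hepes, 0.01% Triton X-100, pH 7.0 was preincubated 15 min at room temperature with compound. Then 40 uM arachidonic acid was added, 30 min. Hydroperoxide was read by Fe-XO absorbance ratio 573/405 nm.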
# An asterisk follows results filed as active; ? = inconclusive; [ ] = dose if it differs, or a comment. % is scaled to controls: 0 for no effect and ±100 for the full control effect; potency is read from the fitted curve at half-maximal effect. An excerpt; the hit share may differ from the screen's.
SMILES,12-LOX inh
COc1ccc(C(=O)N[C@@H]2CN(C)C[C@H]2CN(C)C)cc1OC,90%[activator]
CCc1nc2c(c(-c3ccc(OC)cc3)n1)CN(C(=O)c1ccc3c(c1)OCO3)CC2,?
CC(C)(C)OCC(O)CN(CCO)CC(O)Cn1ccc2ccccc21 (stereo not drawn),?
Cc1ccc(-c2cc(C(=O)NCCCc3[nH]nc(N)c3C#N)c3ccccc3n2)o1,?
O=C(OCC(=O)c1ccc(Cl)cc1Cl)c1ccc2ccccc2n1,?
Cc1ccoc1C(=O)N1C[C@@H](CO)[C@H](c2ccccn2)C1,49%[activator]
CCc1cc2c(C)cc(=O)oc2cc1OCC(=O)c1ccc(OC)cc1,9%
COc1ccc2[nH]c3c(c2c1)CCNC31CCN(C(=O)c2cnn(C)c2)CC1,4%
Cn1nc(OC(C)(C)C(=O)NCCOc2ccccc2)c2cc(CN3CCCC3)ccc21,5%[176 µM]
Fc1ccc2c(c1)nc1n2[C@@H](CNCc2ccncc2F)COC1,-6%[176 µM]
Cc1cccnc1NC(=O)c1cc(-c2cccnc2)nc2ccccc12,4%
N#C/C(=C/c1ccc(OCc2ccc(Cl)cc2)cc1)c1nc2ccccc2s1,-25%
CCCc1noc(-c2cccn3c(CNC(=O)C4CC4)nnc23)n1,51%[activator]
CC(=O)Nc1cc(-c2nc3cc(C(C)C)ccc3o2)ccc1Cl,?
O=C(NCCc1c[nH]c2ccccc12)c1ccc(Cl)c(Cl)c1,?
CCN(CC)S(=O)(=O)c1cc(C)ccc1N,-5%
COc1ccc(OC)c(S(=O)(=O)N2CCCC(Cn3c(C)nc4cccnc43)C2)c1 (stereo not drawn),-4%
Cc1nn(CC(=O)N2CCCC3(CNC(=O)O3)C2)c(=O)c2ccccc12 (stereo not drawn),17%
COC(=O)C1=C(C)N(Cc2ccc(C(F)(F)F)cc2)C(=NCc2ccc(C(F)(F)F)cc2)NC1c1cccc(Cl)c1 (stereo not drawn),?
CC1Oc2ccc(NC(=O)Cc3cccs3)cc2CN(Cc2ccc(Cl)cc2)C1=O (stereo not drawn),56%[activator]
O=C(Nc1cccc(-n2cccn2)c1)C1CCCN(C2CCN(Cc3ccco3)CC2)C1 (stereo not drawn),0%
CCC(CC)c1nnc(NC(=O)c2cccc(S(=O)(=O)N(C)c3cccc(Cl)c3)c2)s1,2%
CCCc1nc2nc(C)cc(Nc3c(C)cc(C)cc3C)n2n1,9%
CCNC(=O)Nc1ccc2c(c1)CN(Cc1ccc(Cl)cc1)C(=O)C(C)O2 (stereo not drawn),38%
Cc1ccc(C)c(/C=C(/C#N)S(C)(=O)=O)c1,?

# 4 compounds from above, arranged by the number in 12-LOX inh, rising:
SMILES,12-LOX inh
COc1ccc(OC)c(S(=O)(=O)N2CCCC(Cn3c(C)nc4cccnc43)C2)c1 (stereo not drawn),-4%
CCC(CC)c1nnc(NC(=O)c2cccc(S(=O)(=O)N(C)c3cccc(Cl)c3)c2)s1,2%
CCCc1nc2nc(C)cc(Nc3c(C)cc(C)cc3C)n2n1,9%
CCNC(=O)Nc1ccc2c(c1)CN(Cc1ccc(Cl)cc1)C(=O)C(C)O2 (stereo not drawn),38%

# (listing goes on)
SMILES,12-LOX inh
O=C(Cc1cccc(F)c1)NC1CCN(c2cc(-c3ccc(Cl)cc3)[nH]n2)CC1,16%
O=C(Nc1ccc(C2(C(=O)NCc3ccc4c(c3)OCO4)CCCCC2)cc1)C1CC1,6%
COc1cc(C)ccc1OCc1nnc(SC(C)C(=O)Nc2ccc3c(c2)OCO3)n1C (stereo not drawn),4%
CCOC(=O)C1=C(C)N=C2SC=C(CC(=O)NCC3CCCO3)N2C1c1ccccc1F (stereo not drawn),10%
Cc1ccc(NC(C)C(=O)Nc2sccc2C#N)cc1C (stereo not drawn),7%
CCCOc1ccc(C(=O)N2C[C@H](c3cccc(OC)c3)[C@@H](N)C2)cc1Cl,63%[activator]
COc1ccc(C(CNC(=O)c2n[nH]c(=O)c3ccccc23)N2CCCCC2)cc1 (stereo not drawn),15%
CN1C[C@H](NCc2cccc3c2OCO3)CCC[C@@H](C(=O)NCc2cc(F)cc(F)c2)CC1=O,1%
COc1ccc(CCC(=O)N2CCC3(CC2)N(C)C(=O)CS3=O)cc1 (stereo not drawn),10%
COc1cccc(CN2C[C@@H]3C[C@H]2C(=O)N(Cc2ccccc2)c2ccccc2O3)n1,68%[activator][176 µM]
Nc1nccnc1C(=O)NCc1cccc(Cl)c1,-16%
Cc1cccc(N2N=C(C(=O)Nc3ccc(C)c(S(=O)(=O)N4CCCCCC4)c3)CCC2=O)c1,?
CN1CC(=O)N(C2CCCNCC2)Cc2c1ncnc2N1CCCC(F)C1 (stereo not drawn),?
O=C(c1ccc(=O)[nH]c1)N(CC1CCN(Cc2ccccc2F)CC1)CC1CCCO1 (stereo not drawn),7%
COc1ccc(C)cc1NS(=O)(=O)c1cc(-c2cnc(C)o2)ccc1C,4%
CCCCNC(=O)C1CCN(C(=O)c2ncn3c2COC(c2ccc(F)cc2)C3)CC1 (stereo not drawn),32%
Cc1ccc(NC(=O)CC2CCCN(c3cnn(CC4CC4)c(=O)c3)C2)cc1 (stereo not drawn),?
CCOC(=O)C1=C(C)Nc2nc(SCc3ccccc3C)nn2C1c1cccs1 (stereo not drawn),6%
COc1ccc(-c2cc(N3CCCN(C(=O)c4cnccn4)CC3)n[nH]2)cc1,45%[activator]
CCNC(=O)NC(=O)C(C)N1CCN(c2ccccc2Cl)CC1 (stereo not drawn),2%
COc1ccc(C(=O)N2CCCC3(C2)NC(=O)N(Cc2cc(C)ccc2C)C3=O)cc1F (stereo not drawn),21%
NC(Cc1ccccc1)(Cc1ccccc1)C(=O)O,-22%
Cc1ccc(C(=O)O)cc1S(N)(=O)=O,5%
CCN(CC)S(=O)(=O)c1ccc(S(=O)(=O)Nc2ccc(C(C)C)cc2)cc1,?
Cc1noc(C(C)N2CCN(C(=O)C(c3ccccc3)c3ccccc3)CC2)n1 (stereo not drawn),10%
# Further structures:
SMILES,12-LOX inh
CC(C)NC(=O)N1CCCC1c1nc(CCOCC2CC2)no1 (stereo not drawn),61%[activator]
COCCC(=O)N1CCCN(S(=O)(=O)c2ccccc2)CCC(=O)NCC1,6%
COCCOCc1nc(C2CCCN2C(=O)c2ccccn2)no1 (stereo not drawn),49%[activator]
Cc1cc(NC(=O)Cn2c(=O)n(-c3ccc(C)c(C)c3)c(=O)c3sccc32)no1,4%
CCOC(=O)C(NC(=O)C(C)Oc1ccc(Cl)cc1Cl)C(=O)OCC (stereo not drawn),-21%
CN1CCCCC(NC(=O)c2cccc([N+](=O)[O-])c2)C1=O (stereo not drawn),-16%
CC(C)c1ccc(C(=O)N2CC(C(=O)NC3CCCCC3)C3(CCOCC3)C2)cc1 (stereo not drawn),43%
O=C1NCCCCCCN(C(=O)Cc2ccncc2)[C@@H]2CCC[C@H]12,42%[activator]
CCOc1ccccc1CN1C[C@@H](CO)[C@H](c2ccccn2)C1,47%[activator]
COc1ccc(OCC(O)CN2CCC(O)CC2)c(CN(C)Cc2csc(C)n2)c1 (stereo not drawn),32%[activator]
CCOc1ccc(C(=O)Nc2cccc(-c3nc4ccccc4o3)c2)cc1[N+](=O)[O-],?
Cc1ccc(C)c(NC(=O)Cn2ccn(-c3cccc(Cl)c3)c(=O)c2=O)c1,?
Cn1nnnc1SCC(=O)c1ccc(-c2ccccc2)cc1,6%
Cc1nc(C(C)(C)C)nc2sc(C(=O)N3CCOCC3)c(C)c12,0%
CCC1CCCCN1C(=O)CS(=O)(=O)Cc1coc(-c2cccc(F)c2)n1 (stereo not drawn),-28%
Ic1cc2c(-c3ccccc3)c(-c3ccccc3)[nH]c2c2ccccc12,-9%
CCc1cccc2c(C(=O)C(=O)Nc3ccc4c(c3)OCCO4)c[nH]c12,27%
COc1cccc(C(=O)N2CCn3c(nnc3C3CC3)C2)c1,7%[176 µM]
COc1ccc(/C=C/C(=O)c2cccc(N)c2)cc1,-1%
CN=C1NC(=NC)c2ccccc21,-14%
Cc1cccc(-c2nc3cc(NC(=O)/C=C/c4ccco4)ccc3o2)c1,11µM*
COc1ccc(C)cc1NC(=O)Cn1nc(-c2cccs2)oc1=O,?
Nc1ncnc(Nc2ccc(Cl)c(Cl)c2)c1[N+](=O)[O-],33%[activator]
COc1ccc2cc(C3CN(S(=O)(=O)c4cn(C)cn4)CCO3)ccc2c1 (stereo not drawn),21%
CCc1noc(-c2cccn3c(CNC(=O)c4ccccc4Cl)nnc23)n1,58%[activator]

# A second format for part of the listing above:
Molecule	12-LOX inh
CCN(CC)S(=O)(=O)c1cc(C)ccc1N	-5%
Cn1nnnc1SCC(=O)c1ccc(-c2ccccc2)cc1	6%
Cc1nn(CC(=O)N2CCCC3(CNC(=O)O3)C2)c(=O)c2ccccc12 (stereo not drawn)	17%

# Next part:
SMILES,12-LOX inh
CCCCCCSc1nc2c(c(=O)[nH]c(=O)n2C)n1CC,?
Cn1ccnc1C(=O)c1cccc(NC(=O)C(=O)NCc2ccccc2)c1,0%
c1cc2c(cc1CN1CCCCCC1)CNCCO2,86%[activator]
N#Cc1cccc(-c2cn3c(n2)N(C(=O)CC2CCCC2)CCC3)c1,37%
Cc1ccc(C(=O)/C=C/c2ccc(-c3ccc(C)c(Cl)c3)o2)cc1,14µM*
Cc1ccccc1Cn1c(NC(C)CCO)nc2c1c(=O)n(C)c(=O)n2C (stereo not drawn),-14%
CC(C)COC(=O)c1ccc(NC(=O)C2=C(c3ccccc3)S(=O)(=O)CCO2)cc1,?
C=CCNC(=S)NCc1ccc(F)cc1,7%
COc1ccc2c(C)c(CC(=O)NCCCOC(C)C)c(=O)oc2c1OC,-4%
COC(=O)c1cc2c(c3c4ccccc4n(S(=O)(=O)c4ccc(OC)cc4)c13)C(=O)N(Cc1ccc(N(C)C)cc1)C2,-24%
CC(NC(=O)Nc1ccc2c(c1)OCCO2)c1ccc(Cl)s1 (stereo not drawn),-18%
COc1ccc(Cl)cc1N1CC(O)=C(c2nc3ccc(C)cc3[nH]2)C1=N,10%
N#C/C(=C\c1ccc(-c2cccc(Br)c2)o1)c1nc2ccccc2[nH]1,13%
CCCc1cc(C(=O)Oc2ccc(NC(C)=O)cc2)sc1C,-57%
Cc1noc(C)c1S(=O)(=O)N1CCC2(CC1)CC(C(=O)N1CCOCC1)N(C)C2 (stereo not drawn),46%[activator]
FC(F)(F)c1ccccc1Cc1c(-c2ccco2)nc2c3ccccc3ccn12,?
COc1ccc(NC(=O)N2CCCC2c2noc(COc3ccc(F)cc3)n2)cc1OC (stereo not drawn),27%
CC1(O)C(=O)C2(C)C=CC1C1C(=O)N(c3ccccc3)C(=O)C12 (stereo not drawn),11%
O=C(O)CCC(=O)N[C@H]1CCN2C(=O)c3cc(/C=C/c4ccccc4)ccc3NC(=O)[C@H]12,1%[176 µM]
CN(CC1CCOC1)C(=O)c1ccc(F)cc1Cl (stereo not drawn),17%
CCOc1ccc(CCNC(=O)Cn2cccc2-c2nc(-c3ccc(F)cc3)no2)cc1OCC,44%[activator]
CCn1ncc(C(=O)N[C@@H]2CN(c3ccccn3)C[C@H]2CN(C)C)c1C,62%[activator]
O=C(Cn1cnc2ccccc2c1=O)Nc1ccc(Cl)c(S(=O)(=O)N2CCOCC2)c1,?
O=C(Nc1ccc([C@@H](O)[C@H]2COCC(=O)N2CC2CCCCC2)cc1)C1CC1,89%[activator][176 µM]
CCOC(=O)/C=C/[C@@H](CCC(=O)OC)NC(=O)C(F)(F)F,-5%

# 12-LOX inh, hit marks shown above.
SMILES,12-LOX inh
Cc1cccc(-c2nc3cc(NC(=O)/C=C/c4ccco4)ccc3o2)c1,11µM*
Cc1ccc(C(=O)/C=C/c2ccc(-c3ccc(C)c(Cl)c3)o2)cc1,14µM*

# Further compounds
SMILES,12-LOX inh
CCCCCn1nc(C(=O)NCC2CCOC2)c2ccccc2c1=O (stereo not drawn),11%
CC(C)(C)c1cc(SCCC#N)cc(C(C)(C)C)c1O,?
CC1CCN(c2oc(-c3cccs3)nc2C#N)CC1,?
Nn1c(SC(C(=O)N2CCCC2)c2ccccc2)nnc1-c1cc(Cl)ccc1Cl (stereo not drawn),4%
COc1ccc(C2CCC(=O)N2Cc2ccc3c(c2)OCO3)cc1 (stereo not drawn),29%
COCCn1c(=O)n([C@H]2CCCN(C(=O)CC(C)C)C2)c2ncccc21,17%
CC(=O)Nc1ccc2c(c1)S(=O)(=O)N=C(CC(C)C)N2c1ccccc1,13%
COc1ccc(C(=O)Nc2ccc(-c3noc([C@@H]4CCCN4Cc4cnc5ccccc5c4)n3)cn2)cc1,27%
CN(Cc1cccc(F)c1)C1CCOc2ccccc21 (stereo not drawn),25%[176 µM]
O=C(CCc1ncc(-c2ccc(Cl)cc2)o1)Nc1ccc(F)cc1,-22%
CSc1ccc(NC(=O)C2CCN(C(=O)c3nnn4c3COC(c3ccc(C)cc3)C4)CC2)cc1 (stereo not drawn),13%
COc1cccc(C(=O)N2CCCC3(C2)NC(=O)N(Cc2ccc(C)cc2)C3=O)c1 (stereo not drawn),-7%
O=C(NCc1coc(-c2cccs2)n1)c1ccc(F)cc1F,?
CC(C)(C)C(=O)/C=c1/[nH]c(=O)/c(=C/c2ccc(F)cc2F)s1,-2%
COc1ccc(NC(=O)O[C@@H]2C=C[C@H](c3c(C)nn(-c4ccccc4C)c3C)C2)cc1,2%[176 µM]

# Taken from above.
# `CC(C)(C)C(=O)/C=c1/[nH]c(=O)/c(=C/c2ccc(F)cc2F)s1` in 12-LOX inh is listed with -2%
# `CSc1ccc(NC(=O)C2CCN(C(=O)c3nnn4c3COC(c3ccc(C)cc3)C4)CC2)cc1` (stereo not drawn) in 12-LOX inh is listed with 13%
# `COc1ccc(NC(=O)O[C@@H]2C=C[C@H](c3c(C)nn(-c4ccccc4C)c3C)C2)cc1` in 12-LOX inh is listed with 2%[176 µM]
# `COc1ccc(C2CCC(=O)N2Cc2ccc3c(c2)OCO3)cc1` (stereo not drawn) in 12-LOX inh is listed with 29%
